# Bioassay records: PubChem BioAssay, several laboratories
# FadD28 FP inh: inhibitors of FadD28 bisubstrate probe binding, primary screen, biochemical, fluorescence polarization, single point; Mycobacterium tuberculosis FadD28 fatty-acid-AMP ligase; inhibition, % at 12.5 µM; 360,000 tested, 0.22% active; in the data active = inhibition above about 8.5%, passing the limit was not always enough; inconclusive = no clear call, values can overlap the other calls
# PfHsp40 rescue: rescue of yeast from PfHsp40 toxicity, primary screen, S. cerevisiae, ATP luminescence. S. cerevisiae expressing PfHsp40, growth rescue. growth rescue, % at 12.5 µM. 340,000 tested, 0.68% active; in the data active = growth rescue above about 28%, passing the limit was not always enough; inconclusive = no clear call, values can overlap the other calls;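 note: yeast W303a lacking pdr1 and pdr3 grown in galactose medium; growth measured after three days at 30 °C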
# Mtb UGM inh: M. tuberculosis UGM enzyme inhibitors, primary screen, biochemical, fluorescence polarization, single point. purified UGM, fluorescence polarization probe displacement. inhibition, % at 10 µM. 320,000 tested, 0.06% active. UDP-galactopyranose mutase (Mycobacterium tuberculosis (strain ATCC 25618 / H37Rv)), …. AID 504406, 2011; in the data active = inhibition above about 10%, passing the limit was not always enough; inconclusive = no clear call, values can overlap the other calls
# Target sequence (P9WIQ1 whole entry, looked up): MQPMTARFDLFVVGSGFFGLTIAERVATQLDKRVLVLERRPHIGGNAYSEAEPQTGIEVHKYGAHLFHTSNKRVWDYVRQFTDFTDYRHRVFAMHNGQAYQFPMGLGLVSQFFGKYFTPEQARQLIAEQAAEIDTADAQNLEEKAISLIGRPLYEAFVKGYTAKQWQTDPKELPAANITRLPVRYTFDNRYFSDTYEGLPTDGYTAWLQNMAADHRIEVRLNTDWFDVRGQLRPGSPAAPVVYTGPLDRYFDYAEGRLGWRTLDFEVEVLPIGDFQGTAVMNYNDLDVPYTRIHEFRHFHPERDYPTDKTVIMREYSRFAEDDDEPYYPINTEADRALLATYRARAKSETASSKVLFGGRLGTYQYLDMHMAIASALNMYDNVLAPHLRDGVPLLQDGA
# BH1578 lux ind: inducers of Vibrio cholerae quorum light production without autoinducers, primary screen, BH1578 luxS cqsA deficient, single point; V. cholerae BH1578 lux reporter, luminescence, 6 h; activation, % at 18.7 µM; 350,000 tested, 0.16% active; in the data active = activation mostly above about 9.7%, no sharp cut-off; inconclusive = no clear call, values can overlap the other calls; inactive = mostly below about 3.7%; note: not every result past the cut was called active; inactives centre near 0; reference of the scale not given here
# TcdB inh: TcdB glycohydrolase inhibitors, primary screen, biochemical, single point, plate reader; Toxin B (Clostridioides difficile), P18177; TcdB glycohydrolase enzymatic assay; inhibition, % at 9.99 µM; 350,000 tested, 0.24% active; AID 652162, 2013; in the data active = inhibition above about 10%
# Yp Topo-I inh: Yersinia pestis topoisomerase I inhibitors, primary screen, biochemical, cleavage product accumulation, plate reader, single point; DNA topoisomerase I (Yersinia pestis CO92); Y. pestis Topo-I cleavage product accumulation; activity, % at 10 µM; 360,000 tested, 0.064% active; in the data active = activity above about 50%, passing the limit was not always enough; inconclusive = no clear call, values can overlap the other calls; note: inactives centre near 2
# BioA inh: M. tuberculosis BioA enzyme inhibitors, primary screen, biochemical, plate reader, single point, HTS; 7,8-diaminopelargonic acid synthase BioA (Mycobacterium tuberculosis); purified M. tuberculosis BioA enzyme; inhibition, % at 9.99 µM; 360,000 tested, 0.096% active; in the data active = inhibition above about 40%; inconclusive = no clear call, values can overlap the other calls
# GDH-TPI counter: GDH-TPI coupling enzyme inhibitors, primary screen, artefact control for M. tuberculosis FBA inhibitor project, biochemical, absorbance, full deck | GDH-TPI coupled enzyme counterscreen, NADH absorbance | inhibition, % at 4.8 µM | 360,000 tested, 1.2% active | AID 588335, 2011; in the data active = inhibition above about 30%;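 note: 0% = DMSO wells and 100% = wells lacking the enzyme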
# Mtb FBA inh: Mtb FBA enzyme inhibitors, primary screen, biochemical, fluorescence, strain H37Rv; inhibition, % at 1 µM; purified M. tuberculosis FBA, fluorescence read-out; Fructose-bisphosphate aldolase (Mycobacterium tuberculosis (strain ATCC 25618 / H37Rv)), …; 360,000 tested, 2.3% active; in the data active = inhibition above about 27%;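 note: 0% = vehicle and 100% = reference inhibitor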
# Target sequence (P9WQA3 whole entry, looked up): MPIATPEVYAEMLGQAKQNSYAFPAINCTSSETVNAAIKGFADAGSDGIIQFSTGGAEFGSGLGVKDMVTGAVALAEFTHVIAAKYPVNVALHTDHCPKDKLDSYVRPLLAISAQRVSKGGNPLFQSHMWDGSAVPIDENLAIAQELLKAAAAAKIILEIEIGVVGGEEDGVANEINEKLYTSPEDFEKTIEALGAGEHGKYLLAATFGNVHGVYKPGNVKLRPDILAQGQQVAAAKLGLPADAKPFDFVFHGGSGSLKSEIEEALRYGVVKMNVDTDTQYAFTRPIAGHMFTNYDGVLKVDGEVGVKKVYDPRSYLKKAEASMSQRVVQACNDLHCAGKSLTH
# An asterisk follows results filed as active; i = inactive; ? = inconclusive; · = not tested or not shown; & = joins results of further samples.
Compound,FadD28 FP inh,PfHsp40 rescue,Mtb UGM inh,BH1578 lux ind,TcdB inh,Yp Topo-I inh,BioA inh,GDH-TPI counter,Mtb FBA inh
COc1ccc(NC2=Nc3ccccc3N[C@@]23C[C@H]2CCCC(=O)N4CC[C@@H](C3)[C@@H]24)cc1,-1.6,0.1,·,i,0.7,-1,2.2,-2,-4
COc1cc(C(=O)Nc2cccc(C(C)=O)c2)cc(OC)c1OC,-4.2,4.5,-1.8,i,1.3,-4,·,1,0
O=[N+]([O-])c1ccc(O)c(CNCc2ccccc2)c1,-2.7,-0.6,·,i,1.6,-12,·,0,-4
COc1ccccc1NC(=O)c1ccccc1-c1ccccc1C(=O)O,-2.2,24,-2.6,-2.2,-0.6,-1,-1.0,1,1
CCc1cc(C(=O)N2CCN(c3ncccn3)CC2)sc1C,-1.9,1.0,2.4,-1.5,-1.4,5,1.6,18,8
CN(CC(=O)Nc1cccc(F)c1)CC(=O)Nc1cccc(S(N)(=O)=O)c1,-1.9,-1.2,-3.5,-2.2,-1.6,5,·,0,3
CCN1C(=O)[C@@H]2[C@@H]3CN(S(=O)(=O)c4ccc(C)cc4)[C@@H](c4ccccc4F)[C@@H]3C(=O)C[C@@H]2C1=O,-1.6,·,·,·,1.8,·,-1.0,·,1
CCCCC(=O)Nc1ccc(Br)cn1,-0.8,1.6,4.4,5.0,·,-2,-1.6,0,-2
C(#CSCc1ccccc1)SCc1ccccc1,-0.1,·,·,i,0.5,7,0.3,7,1
COc1cccc(Nc2nc(C)cc(C)c2C(N)=O)c1,-3.0,0.0,-1.6,i,0.9,-4,-0.3,9,-1
O=C(COC(=O)COc1ccc(Br)cc1)NCc1ccccc1,-3.7,-0.7,-0.6,-0.3,-0.4,11,-0.7,2,0
CC(C)C(=O)Nc1ccc2oc(=O)ccc2c1,-1.8,-0.2,3.5,i,0.7,4,2.3,8,15
O=C(N1CCN(c2ccccc2F)CC1)C1(c2cccs2)CCOCC1,0.7,4.0,0.7,-0.2,·,17,·,-6,0
COc1ccc(/C=C/C(=O)NC(=S)N2CCN(c3ccccn3)CC2)cc1OC,-0.3,-1.3,-3.7,-0.3,-1.0,17,·,27,-2
CCn1c(SCC(=O)N2CCN(c3ccccc3)CC2)nnc1-c1cc2cc(Cl)ccc2o1,-2.2,0.6,1.0,-1.8,·,10,-0.1,-8,-2
CNC(=O)c1ccccc1NC(=O)c1cccc(S(=O)(=O)N2CCCCC2)c1,-2.6,-0.8,0.5,-0.3,-2.2,3,0.3,12,0
COc1ccc(NC(=O)C[C@@H]2C(=O)N(Cc3ccccc3)CC2(C)C)cc1,-1.5,·,·,i,1.1,8,13,-12,0
CCOC1=C2[C@H](c3ccccc3)N(S(=O)(=O)c3ccccc3)C[C@H]2n2c(=O)n(-c3ccccc3)c(=O)n2C1,-0.7,·,·,·,1.6,·,-0.4,·,4
CCc1noc(C)c1C(=O)OCC(=O)NCc1ccc(Cl)cc1,-2.8,?,-4.0,-0.9,2.1,8,-0.7,15,11
O=C(C1CCCO1)N1CCN(C(c2ccccc2)c2ccccc2)CC1 (stereo unspecified),-0.6,-1.0,-0.7,1.7,·,1,0.4,3,2
CCn1cc(C(=O)NC2CCCCCC2)c2cc(OC)c(OC)cc2c1=O,-3.8,1.3,0.5,i,·,-7,·,12,-9
CCOC(=O)C1=C(CN2CCCCCC2)NC(=O)NC1c1cccc([N+](=O)[O-])c1 (stereo unspecified),-1.5,0.6,0.5,-1.0,0.1,-3,·,-1,2
COc1ccc(CC(=O)Nc2ccccc2-c2ccccc2)cc1OC,·,0.9,-0.9,-0.1,-2.0,9,0.3,1,1
COc1ccc(C2C3=C(N=C4SCC(=O)N42)c2ccccc2CC3)cc1OC (stereo unspecified),-0.2,0.7,1.2,-0.1,-0.6,-5,·,-6,-2
O=C(NCc1ncc(C(F)(F)F)cc1Cl)Nc1ccccc1,-2.1,0.2,-4.0,i,0.8,-5,-1.1,7,2
COc1ccc(N=C2S/C(=C\c3ccc(C)o3)C(=O)N2CC(C)C)cc1,-0.5,-0.7,1.3,·,·,-2,-0.2,4,-2
CN(C)c1ccc(P(=O)(OCc2ccccc2)C(O)c2ccccc2F)cc1 (stereo unspecified),-1.8,-0.7,1.4,-0.4,1.3,0,·,-4,0
Cc1ccsc1/C=C/c1ccc2ccccc2n1,-0.3,1.6,-0.8,i,·,24,2.3,3,3
COc1ccc(Cl)cc1NC(=S)N1CCN(S(C)(=O)=O)CC1,0.3,0.1,1.2,-0.7,0.7,-5,·,1,-1
COc1ccc(/C=C/C(=O)OCC(=O)NCCNC(=O)COC(=O)/C=C/c2ccc(OC)cc2)cc1,-2.4,1.1,-2.4,-0.4,0.0,18,0.8,18,3

# The closing 2 compounds of the section before come first, to join the parts:
Compound,FadD28 FP inh,PfHsp40 rescue,Mtb UGM inh,BH1578 lux ind,TcdB inh,Yp Topo-I inh,BioA inh,GDH-TPI counter,Mtb FBA inh
COc1ccc(Cl)cc1NC(=S)N1CCN(S(C)(=O)=O)CC1,0.3,0.1,1.2,-0.7,0.7,-5,·,1,-1
COc1ccc(/C=C/C(=O)OCC(=O)NCCNC(=O)COC(=O)/C=C/c2ccc(OC)cc2)cc1,-2.4,1.1,-2.4,-0.4,0.0,18,0.8,18,3
CC(=O)NC(c1ccc2ccccc2c1)c1ccc2cccnc2c1O (stereo unspecified),0.2,85*,1.3,i,0.8,-4,-1.5,2,2
CCN(CC)C(=O)C1CCCN(Cc2ccc(OC)c(C)c2)C1 (stereo unspecified),0.2,0.1,-1.9,i,·,5,-1.3,9,2
NS(=O)(=O)c1ccc(N/C=C\C(=O)c2ccc3ccccc3c2)cc1,-4.3,0.8,1.2,-0.4,·,15,-1.4,20,-3
COC(=O)CSc1nnc(-c2ccoc2C)n1-c1ccc(OC)cc1,-1.3,-0.5,-1.7,i,0.1,-2,31,-1,-2
O=C(Cc1nc2ccccc2[nH]1)NCc1ccco1,0.2,0.0,2.9,0.7,·,-7,-3.1,3,8
Brc1ccc(N=Cc2ccccn2)cc1,0.3,-0.8,-1.9,-0.3,·,-7,-0.9,14,-3
CC(C)COP(=O)(OCC(C)C)C(O)c1cccnc1 (stereo unspecified),-1.3,-0.6,-1.0,-0.6,·,-6,2.3,10,2
Cc1ccccc1OCC(=O)Nc1ccc2c(c1)C(=O)c1ccccc1C2=O,-0.6,-1.2,-5.8,-0.2,0.7,-7,·,9,3
CCOc1ccc(NC(=O)Cc2ccc(S(=O)(=O)N3CCCCC3)cc2)cc1OCC,0.1,1.6,2.5,i,1.9,-8,-0.4,2,7
CN(C)CCNc1c2c(nc3nnnn13)CCCC2,-1.4,0.0,-0.1,-0.3,1.1,6,-0.7,1,14
CCN(CC)C(=O)CSc1nc2ccccc2c(=O)n1CC,-0.8,-0.5,0.5,-3.0,·,1,-0.6,1,2
O=c1cc(CSc2ccc(Cl)cc2)nc(-c2ccccn2)[nH]1,-4.2,325*,-3.5,1.4,0.0,9,-1.5,2,0
Cc1ccc(NC(=O)CC2NCCNC2=O)cc1Cl (stereo unspecified),-0.1,-0.4,-3.2,i,0.4,3,·,-3,3
COc1ccc(C(=O)/C=C/Nc2ccc([N+](=O)[O-])cc2)cc1,-2.2,-0.3,0.1,-0.1,·,6,·,11,-2
O=C(N/N=C/c1ccc(F)cc1)c1cc(-c2ccc3c(c2)OCO3)n[nH]1,-4.5,-0.6,1.7,2.7,1.3,-4,0.3,-2,-1
CC1(c2cccs2)CC(c2cccs2)=C(C#N)C(=O)N1 (stereo unspecified),-0.3,0.2,0.2,-0.2,·,-10,·,11,-2
Cc1c(Cl)cccc1NC(=O)CCC(=O)NNC(=O)CCC(=O)O,-2.4,0.0,-4.0,-0.3,0.3,2,·,-6,0
CCCc1cc(-c2n[nH]c(=S)n2CC(C)C)cs1,3.1,5.8,-2.6,-0.2,4.3,25,·,1,2
CN(C)C(=O)CSC1c2ccccc2C(=O)N1c1ccccc1 (stereo unspecified),-1.9,-0.9,2.2,-3.8,0.9,2,-1.2,1,-1
O=C(CCC(=O)N1CCOc2ccccc21)N1CCOCC1,-0.1,0.1,-2.1,-0.2,1.1,3,1.1,-5,2
CC(=O)Nc1cc(C)ns1,-1.9,-0.8,·,i,0.4,1,·,7,1
S=C(Nc1ccc(Cl)c(Cl)c1)N1CCCC1,-1.5,-0.2,0.9,-0.5,0.8,1,0.7,-7,-1
CSCC(=O)N1CCc2ccc(NC(=O)c3ccccc3Cl)cc2C1,-0.9,-1.3,-0.4,i,2.0,3,1.9,-16,0
CCOc1ccc(Cn2nnc(C(=O)NCc3ccccc3)c2N)cc1,0.4,-0.6,-0.3,-0.2,1.8,9,-2.2,5,1
COC(=O)Nc1sc2c(c1C(N)=O)CCCCCC2,1.6,1.2,1.4,i,·,-6,-6.6,-4,-3
CC(=O)c1ccc(Nc2cnn(C34CC5CC(CC(CC(=O)O)(C5)C3)C4)c(=O)c2Cl)cc1,-1.8,-0.2,0.2,-0.3,0.4,7,2.5,15,-3
O=C(CC(=O)Nc1ccccc1F)Nc1ccccc1F,0.1,-0.6,1.0,i,-1.5,-3,0.5,-6,4
CCN(CC)C(=O)Nc1ccc(Br)cc1,-0.5,-0.2,1.5,i,1.0,7,·,0,0
COc1ccc(-c2cc(C(=O)Nc3cc(OC)cc(C(=O)Nc4cccc(C(F)(F)F)c4)c3)[nH]n2)cc1,-0.8&-3.3,1.2,0.6,-0.7,-1.9&0.4,-8&-11,-0.8&-0.6,0&11,-1&0
Cc1nc(SCC(=O)c2ccc(F)c(F)c2)[nH]c(=O)c1Oc1ccc(Cl)cc1,0.5,-0.4,-6.0,-0.4,0.4,1,·,-3,-1

# Quoted from the listing:
# Entry for CCN(CC)C(=O)Nc1ccc(Br)cc1 in Mtb FBA inh: 0
# Entry for COC(=O)CSc1nnc(-c2ccoc2C)n1-c1ccc(OC)cc1 in PfHsp40 rescue: -0.5

# Next compounds
Compound,FadD28 FP inh,PfHsp40 rescue,Mtb UGM inh,BH1578 lux ind,TcdB inh,Yp Topo-I inh,BioA inh,GDH-TPI counter,Mtb FBA inh
O=C(CNc1ccc2c(c1)OCO2)N/N=C\c1cn(Cc2ccccc2)c2ccccc12,-3.7,1.2,0.6,-0.6,·,-4,-1.1,31*,1
CCOc1cc2[nH]c(=S)n(CCOC)c(=O)c2cc1OCC,-1.5,-0.4,-3.5,-0.2,·,-1,1.8,33*,1
CC(C)NC(=O)NS(=O)(=O)c1cnccc1NC1CC2CCC1C2 (stereo unspecified),-2.8,-0.9,0.5,i,·,-2,-1.9,0,8
O=[N+]([O-])c1ccc(Cl)c(S(=O)(=O)NC2=NCCC2)c1,1.2,0.8,·,0.9,1.4,7,0.9,7,1
COc1ccc(CNCC(O)(c2ccccc2)c2ccccc2)cc1OC,-2.7,0.3,1.6,i,0.6,-9,·,-3,2
COCCN(C(=S)Nc1c(C)cc(C)cc1C)C(C)c1cccnc1 (stereo unspecified),-5.0,2.3,-2.9,-0.4,0.7,-6,0.6,-2,3
O=c1c2ccccc2[nH]c(=S)n1CCCN1CCOCC1,-3.6,-1.3,-3.0,-0.4,·,4,-2.2,6,2
Brc1ccc2nc(N3CCN(c4ccccc4)CC3)sc2c1,-1.8,0.4,-1.5,4.0,0.1,5,-4.7,0,-1

# An unsorted share of the library (roughly 4.6% active in at least one column).
